Bioassay records: PubChem BioAssay, several laboratories
MC4R antag cAMP: blocks human MC4R cAMP signaling; P32245; MC4R-expressing cells, MTII-stimulated cAMP, LANCE TR-FRET; inhibition, % at 6.5 µM; hit rate 0.48% among 360,000;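 active = inhibition above its plate's cutoff, the mean of tested wells on that plate plus 3 SD, cut at about 29% in these data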;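 also: 0% = Melanotan II alone and 100% = Melanotan II plus saturating MCL0020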
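Material – human MC4R-expressing U2OS cells · Repeats – no replicates · Detection – TR-FRET with Eu-cAMP and labeled anti-cAMP, 671 nm · Times – compound 30 min, challenge 1 h, detection 1 h · Compound – single nominal compound dose of 6.5 µM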
CaV13 FRET inh: Disruptors of the CACNA1D IQ motif to Ca2+-dependent inactivation inhibitor domain association, primary screening, Förster resonance energy transfer in intact living …. HEK cells, CFP/YFP FRET ICDI-IQ, plate reader, 10 min; percent FRET-ratio fall versus neutral wells. inhibition, % at 12.3 µM. hit rate 0.098% among 340,000. AID 743397;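 active = mean replicate inhibition of at least 30% and at least 1% of replicates passing that level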;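 also: 0% = median of the neutral control wells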
HTR2A ag: activates the mouse 5-HT2A serotonin receptor. P35363. CHO-K1 mHTR2A beta-arrestin complementation, luminescence; percent of 30 µM serotonin response. activation, % at 7.6 µM. hit rate 0.66% among 360,000;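 active = activation above a run cutoff, the mean activation of all tested compounds plus 3 SD, cut at about 14% in these data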;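 also: 0% = plate median of compound wells and 100% = 30 µM serotonin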
ABCB6 inh 2: blocks the human ABCB6 transporter; fluorescence ratio to DMSO, % at 10 µM; Q9NP58; hit rate 0.19% among 360,000; AID 602162; K562-ABCB6 porphyrin accumulation, flow cytometry, 1 h; hits give low values;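 active = fluorescence ratio to DMSO below 75%, the collection mean minus 3 SD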;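 also: signal is porphyrin accumulated inside mitochondria; 100% equals median channel fluorescence of DMSO control wells; lower ratio means ABCB6 inhibition with less porphyrin fluorescence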
Target sequence (Q9NP58 whole entry, looked up): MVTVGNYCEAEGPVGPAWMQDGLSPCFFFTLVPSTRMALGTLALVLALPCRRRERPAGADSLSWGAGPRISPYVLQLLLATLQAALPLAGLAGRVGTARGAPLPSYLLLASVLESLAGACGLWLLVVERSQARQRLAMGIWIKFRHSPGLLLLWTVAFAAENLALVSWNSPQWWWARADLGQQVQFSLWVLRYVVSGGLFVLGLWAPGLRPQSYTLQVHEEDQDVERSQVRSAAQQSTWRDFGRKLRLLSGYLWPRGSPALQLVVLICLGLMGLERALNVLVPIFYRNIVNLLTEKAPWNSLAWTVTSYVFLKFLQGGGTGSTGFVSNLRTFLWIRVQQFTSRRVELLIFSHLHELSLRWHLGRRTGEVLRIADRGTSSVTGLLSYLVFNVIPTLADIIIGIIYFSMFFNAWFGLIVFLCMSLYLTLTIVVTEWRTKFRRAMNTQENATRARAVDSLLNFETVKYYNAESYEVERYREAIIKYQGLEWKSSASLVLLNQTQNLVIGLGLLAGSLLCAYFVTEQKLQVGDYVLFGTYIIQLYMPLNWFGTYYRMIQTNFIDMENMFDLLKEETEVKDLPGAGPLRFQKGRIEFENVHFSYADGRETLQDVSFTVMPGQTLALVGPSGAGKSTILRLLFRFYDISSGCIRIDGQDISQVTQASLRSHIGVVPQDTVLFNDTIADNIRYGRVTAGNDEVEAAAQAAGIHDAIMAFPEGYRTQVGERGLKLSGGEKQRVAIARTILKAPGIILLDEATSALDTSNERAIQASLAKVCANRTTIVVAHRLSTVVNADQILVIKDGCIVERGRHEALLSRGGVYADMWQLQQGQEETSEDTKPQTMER
Cardio protect: myocardial damage modulation in H9c2 cells; H9c2 cardiomyocytes, H2O2 injury protection, ATPLite, 2 h; protection from H2O2 cell death, % at 20 µM; hit rate 0.63% among 360,000; AID 588492;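 active = compounds giving at least 50% protection of heart cells from peroxide-induced death in the single-dose screen, raw or plate-pattern-corrected value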;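 also: 0% = DMSO wells with peroxide and 100% = DMSO wells without peroxide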
MC4R ag barr: activates human MC4R beta-arrestin recruitment; U2OS MC4R beta-arrestin complementation, luminescence; percent of melanotan II response, DMSO zero; P32245; activation, % at 8.9 µM; hit rate 0.98% among 360,000; AID 540308;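 active = activation above a per-plate cutoff, the mean activation of sample wells on that plate plus 3 SD, cut at about 8% in these data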
N-glyco inh: N-linked glycosylation inhibition; D54 ERlucT glycosylation luciferase reporter, 24 h; percent of 100 nM tunicamycin response; reporter increase, % at 12.5 µM; hit rate 0.23% among 360,000;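 active = mean luciferase reporter signal, scaled so untreated is 0 and the glycosylation-blocking control 100, at or above a set limit in every replicate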;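 also: luciferase carries N-glycosylation sites so blocking glycosylation raises the light; 0% = median of neutral control wells and 100% = median of 100 nM tunicamycin wells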
PDI turbidity: blocks human protein disulfide isomerase activity; AID 588391; inhibition, % at 10 µM; hit rate 0.052% among 350,000; PDI insulin aggregation turbidity, A650, 90 min;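 active = mean inhibition across replicates of 30% or more, whatever share of single replicates reach that level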;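 also: absorbance from insulin aggregation driven by PDI reduction with DTT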
ABHD5 PLIN5 PPI: inhibitors of human ABHD5-perilipin-5 interaction; Q00G26+Q8WTS1; Split G. princeps luciferase complementation, luminescence, 4 h; inhibition, % at 4 µM; hit rate 0.78% among 360,000;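 active = inhibition above the mean inhibition across every tested compound plus 3 SD, cut at about 22% in these data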;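 also: 0% = DMSO only wells and the 100% control is not disclosed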
Exocytosis inh: blocks lytic granule exocytosis | inhibition, % at 10 µM | hit rate 0.66% among 360,000 | TALL-104 LAMP-1 surface exposure, flow cytometry; cells stimulated with thapsigargin and PMA;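 active = inhibition above about 55%, limit read from the data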
Numbers without * were called inactive; . = not tested or not shown.

Each structure is followed by: MC4R antag cAMP	CaV13 FRET inh	HTR2A ag	ABCB6 inh 2	Cardio protect	MC4R ag barr	N-glyco inh	PDI turbidity	ABHD5 PLIN5 PPI	Exocytosis inh
> CCCCNC(=O)OCCNC(=O)NC
  2	-7	-1	93	0	0.6	2	-1	2	-1
> O=C(c1cc(-c2ccc(Cl)cc2)n[nH]1)N1CCN(C(=O)c2ccco2)CC1
  10	-3	1	103	-3	1.2	-1	10	1	-11
> Cc1ccc(CN2C(=O)c3ccccc3NC23CCN(Cc2ccccc2)CC3)cc1
  5	1	-5	101	7	-1.3	-7	-2	-3	41
> O=C(COC(=O)Cc1ccsc1)NCC1CCCCC1
  3	-4	-1	94	-6	-2.2	4	5	0	-2
> CCCCc1ccc(NC(=O)OC)cc1
  10	-5	5	97	-11	4.2	-3	-7	-6	-2
> COc1ccc(Cc2noc(-c3ccccc3)n2)cc1OC
  3	-4	1	104	-6	-2.7	-2	3	1	6
> O=C(O)c1sc2ncccc2c1OCc1ccccc1
  -1	-7	4	104	15	0.3	0	14	-1	-1
> COc1ccc(-c2csc(Cc3nc(O)cs3)n2)cc1
  9	-6	-4	107	-6	-2.7	11	-2	-16	1
> CCn1c(C)c(C(C)=O)c(N2CCN(c3ccccn3)CC2)nc1=S
  -1	-8	5	98	-4	-0.3	-1	17	0	0
> CCN(CC(=O)Nc1ccc2c(c1)OCCO2)C(=O)/C=C/c1ccc(F)cc1
  7	-3	4	96	10	-0.9	3	2	-3	-2

An excerpt of the results above, for reference:
Each structure is followed by: MC4R antag cAMP	CaV13 FRET inh	HTR2A ag	ABCB6 inh 2	Cardio protect	MC4R ag barr	N-glyco inh	PDI turbidity	ABHD5 PLIN5 PPI	Exocytosis inh
> CCCCNC(=O)OCCNC(=O)NC
  2	-7	-1	93	0	0.6	2	-1	2	-1
> O=C(c1cc(-c2ccc(Cl)cc2)n[nH]1)N1CCN(C(=O)c2ccco2)CC1
  10	-3	1	103	-3	1.2	-1	10	1	-11

Returning to the listing; the 5 compounds before the break are reprinted first.
Each structure is followed by: MC4R antag cAMP	CaV13 FRET inh	HTR2A ag	ABCB6 inh 2	Cardio protect	MC4R ag barr	N-glyco inh	PDI turbidity	ABHD5 PLIN5 PPI	Exocytosis inh
> COc1ccc(Cc2noc(-c3ccccc3)n2)cc1OC
  3	-4	1	104	-6	-2.7	-2	3	1	6
> O=C(O)c1sc2ncccc2c1OCc1ccccc1
  -1	-7	4	104	15	0.3	0	14	-1	-1
> COc1ccc(-c2csc(Cc3nc(O)cs3)n2)cc1
  9	-6	-4	107	-6	-2.7	11	-2	-16	1
> CCn1c(C)c(C(C)=O)c(N2CCN(c3ccccn3)CC2)nc1=S
  -1	-8	5	98	-4	-0.3	-1	17	0	0
> CCN(CC(=O)Nc1ccc2c(c1)OCCO2)C(=O)/C=C/c1ccc(F)cc1
  7	-3	4	96	10	-0.9	3	2	-3	-2
> Cc1ccc(CNC(=O)CS(=O)(=O)c2cn(CC(=O)N3CCOCC3)c3ccccc23)cc1
  14	-3	0	100	-1	-0.2	3	3	1	2
> O=C(COc1ccc(Br)cc1)NCCCNC(=O)c1ccncc1
  6	-5	4	98	4	-3.1	0	4	1	-7
> COc1cccc(CNC(=O)Cn2c(=O)oc3ccccc32)c1OC
  0	-7	3	98	10	-0.4	2	1	-4	0
> Cc1c(C)n(CC(O)CN2CCCCCC2)c2ccccc12 (centres undefined)
  -1	-1	-3	80	26	-2.8	-1	-2	-5	0
> CCOP(=O)(OCC)C(NC(=O)Nc1ccc(Cl)cc1)C(=O)N(CC)CC (centres undefined)
  -2	-6	3	109	-1	-3.5	0	-10	1	-15
> O=C(NNC(=S)Nc1cccc(Cl)c1)c1ccccc1OC(F)F
  0	-15	5	88	-5	-1.8	5	-6	-3	0
> Cc1ccc(Cl)cc1NC(=S)Nn1cnnc1
  0	-5	4	95	-9	-1.6	-1	4	3	9
> Nc1ccn([C@@H]2O[C@H](CNCc3cc(Cl)ccc3OCc3ccc(Cl)cc3)[C@@H](O)[C@H]2O)c(=O)n1
  1	-5	-3	106	3	-0.6	2	0	2	6
> CC(=O)Nc1ccc(S(=O)(=O)N2CCCN(S(=O)(=O)c3ccc(NC(C)=O)cc3)CC2)cc1
  6	-5	13	86	-6	-0.7	2	4	0	0
> COc1ccc(CCNC(=O)c2cc(C(C)C)on2)cc1OC
  15	-4	11	101	0	-0.9	-1	.	-4	-2
> Cc1ccc2[nH]c3c(=O)n(Cc4ccncc4)cnc3c2c1
  7	.	-4	90	5	-2.9	1	-6	-1	2
> O=C(OCC(=O)c1c[nH]c2ccccc12)c1cncc(Br)c1
  -5	-3	-1	99	-1	1.5	3	-9	-14	-1
> CCN1/C(=C/C=C/C=C/C=C/c2sc3ccccc3[n+]2CC)Sc2ccccc21
  -2	-20	-5	421	-20	1.0	6	-62	7	-50
> Cc1cc(N/N=C2\CC(C)CC(C)(C)C2)nc2ccccc12 (centres undefined)
  -2	-1	-1	99	-29	-2.0	-3	2	-3	-1
> O=C(NN1C(=O)C2C3C=CC([C@@H]2C1=O)C31CC1)c1ccccc1 (some centres undefined)
  15	-5	-7	108	4	3.0	2	-5	9	7
> CCCCOc1cccc(C(=O)NC(=S)Nc2cccnc2)c1
  -2	-18	0	96	-12	-1.9	0	-4	-7	-5
> CCN(c1cccc(C)c1)C1C(=O)c2ccccc2N1C(C)=O (centres undefined)
  -2	-18	4	94	-2	-1.9	0	9	-1	-4
> Cc1ccc(/C=N/N=C2/NC(=O)CS2)o1
  -1	-3	-1	100	6	-1.1	2	2	3	0
> COC(CN(C)C(C(=O)NC1CCCCC1)c1ccccc1)OC (centres undefined)
  -1	3	2	96	-3	1.6	1	-3	1	-3
> COc1ccccc1N1CCN(C(=O)CCN2C(=O)c3cccc4cccc(c34)C2=O)CC1
  1	0	-4	108	9	-1.8	-2	-6	-11	-6
> Cc1c(NS(=O)(=O)c2ccc(S(=O)(=O)c3ccccc3)s2)c(=O)n(-c2ccccc2)n1C
  0	-3	-1	104	-1	-2.6	0	-3	-3	-1
> CN1/C(=C/C(=S)NC(=O)C2CCC2)C(C)(C)c2ccccc21
  -3	-7	-1	236	-26	-0.2	-4	0	-2	-1
> Cc1cc(OCCN2CCOCC2)ccc1[N+](=O)[O-]
  -1	-8	-3	103	10	1.3	0	-2	10	-3
> CCN(CC)c1ccc(/C=N/O)cc1
  0	-16	-2	93	5	-2.5	-3	-1	-5	-1
> COC(=O)Nc1ccc(S(=O)(=O)NC2CCS(=O)(=O)C2)cc1 (centres undefined)
  -5	-6	4	106	-5	1.0	2	-2	7	64*
> O=C(NC1CCCN(Cc2ccc(Cl)cc2)C1)C1CCC1 (centres undefined)
  4	-21	-2	98	8	1.0	1	-6	-1	-2
> Nn1c(SCC(=O)NCCc2ccc(F)cc2)nnc1C1CCCCC1
  -2	-6	-4	97	9	0.2	2	7	-10	-2
> COC(=O)c1cc(NCc2ccc3c(c2)OCO3)ccc1N1CCOCC1
  0	-7	-5	94	-2	-2.7	-1	13	-2	-3
> CCOC=C1SC(=S)N(c2ccccc2OC)C1=O
  0	-6	-1	96	13	-0.1	2	2	-7	-1
> COc1ccc(CCNC(=O)C(=O)NCC2CCCO2)cc1OC (centres undefined)
  12	-12	5	95	0	0.2	1	-2	0	14
> OCC[C@H]1C[C@H](O)[C@@H](O)[C@]2(OCCc3ccccc32)O1
  2	-13	-2	96	10	-1.0	2	11	-1	3
> O=S(=O)(NCc1ccccc1)c1ccc(S(=O)(=O)NCC2CCCO2)cc1 (centres undefined)
  -4	-7	-1	96	2	1.1	0	-6	9	13
> CC(=O)Nc1ccc(-c2ccnc3c2CC(C(=O)NCC2CC2)O3)cc1 (centres undefined)
  1	-5	4	102	-2	0.9	7	-1	-8	5
> COc1ccc(C(=O)c2ccccc2Cl)cc1OC
  1	-5	-4	96	1	-0.3	0	-11	5	-1
> CCCCCCOc1ccc(C(CC(N)=O)C(=O)O)cc1 (centres undefined)
  23	-5	0	98	-3	-1.0	0	-3	-7	-2
> Nn1c(COc2cccc(Cl)c2)nc2ccccc2c1=O
  -6	-4	2	93	15	-0.6	2	6	4	-1
> CCOc1ccc(-c2nnn(CC(=O)Nc3cc(OC)ccc3OC)n2)cc1OCC
  2	-8	0	94	-4	0.2	0	-8	-1	-4
> Cc1ccc(S(=O)(=O)NC(=NC2CCCCC2)c2ccccc2)cc1
  -1	-7	5	98	-4	-0.8	-2	3	5	12
> Cc1cc(C=O)c(C)n1-c1sc2c(c1C(=O)O)CCCC2
  9	-5	2	107	-1	-1.5	0	0	0	-1
> CC1(C)CC(=O)c2cc(OCC(=O)N3CCOCC3)ccc2O1
  2	-6	-2	87	-2	-1.0	-1	8	6	2
> C#CCNc1nc(C)nc2c1nnn2Cc1ccccc1F
  2	.	0	100	1	-1.6	3	1	4	7
> c1ccc(Cn2nnnc2C(c2cccnc2)N2CCN(c3ccccc3)CC2)cc1 (centres undefined)
  4	-5	-5	91	5	-0.6	-3	8	-4	1
> Cc1ccc2[nH]c(=O)c(CN(Cc3nnnn3Cc3ccccc3)C3CCCC3)cc2c1
  2	-9	-3	98	36	-1.0	-1	-6	-5	1
> Cc1ccc(C2=NS(=O)(=O)N(C)C(C(=O)NCc3ccc(F)cc3)=C2)cc1
  -6	-3	-4	97	-2	0.2	0	.	3	4
> Nc1ccc(C(=O)C(=O)c2ccccc2)cc1
  6	-9	-7	96	10	0.8	-1	4	-3	-7
> COCCCNC(=O)C[C@H]1C[C@H](C(=O)N2CCCCC2)[C@@]2(CCc3ccccc3)c3[nH]c4cc(CCC(=O)N(C)C)ccc4c3CCN2C1=O
  -1	.	0	100	12	-1.3	2	11	1	-3
> CN1c2ccccc2C2(C)CCCC3=Cc4cccc([N+](=O)[O-])c4OC312 (centres undefined)
  -2	-6	1	101	-18	7.2	-10	9	-4	3
